PTAP TSG101 blk: blocks PTAP/TSG101 interaction to inhibit HIV-1 budding | Q99816 | Fluorescence polarization, FITC-PTAP peptide / Tsg101 binding | 340,000 tested, under 10 active | Potency, µM (doses to about 115 µM), inactives show top-dose activity change, negative = inhibition, actives largely listed as inhibitors | AID 493005; active = well fitted inhibition curve with a large enough effect in the main read-out, with a control signal flat, not every such curve was filed as active; inconclusive = small, poorly fitted or top-dose-only effect, or effect the other way, or a change in a side signal; inactive = no such curve, though single readings can be large or run the other way; note: potency is the fitted concentration of half-maximal effect; % of control where 0% means no effect
Target sequence (Q99816 whole entry, looked up): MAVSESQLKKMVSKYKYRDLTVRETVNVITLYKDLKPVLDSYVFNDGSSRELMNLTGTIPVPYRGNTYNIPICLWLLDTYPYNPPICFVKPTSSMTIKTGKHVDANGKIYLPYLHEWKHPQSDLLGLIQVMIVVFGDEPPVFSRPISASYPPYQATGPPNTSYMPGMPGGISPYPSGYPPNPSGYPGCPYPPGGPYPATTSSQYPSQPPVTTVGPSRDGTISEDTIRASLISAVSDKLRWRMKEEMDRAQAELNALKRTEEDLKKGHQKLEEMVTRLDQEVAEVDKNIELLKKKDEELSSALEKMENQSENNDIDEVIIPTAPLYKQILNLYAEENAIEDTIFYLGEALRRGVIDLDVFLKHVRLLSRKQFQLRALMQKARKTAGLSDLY
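Compounds were pin-transferred onto Tsg101 binding domain (10 uM final) in HEPES pH 7.5 buffer, then FITC-PTAP peptide was added at 50 nM final. After 20 min at RT, polarization reported peptide displacement across a qHTS concentration series.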
p53 reactivator: restores transcriptional activity of mutant p53; 0.063% of 320,000 active; H1299 p53-A138V BP100-luciferase reporter, luminescence, 24 h; Potency, µM (series often up to 92.2 µM), for the others: at the highest dose activity change, positive = activation, usual class: activators; note: potency is the fitted concentration of half-maximal effect; % of control where 0% means no effect; nearly all actives have a fitted effect of over 45% in size
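p53-null H1299 cells stably carrying temperature-sensitive p53-A138V and a BP100-luciferase reporter were pinned with compounds (4-point, 1:5 series) and held 24 hrs at 37 deg C. Luminescence was read 10 min after detection reagent.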
A-T KAP1 phos: candidate therapy for ataxia-telangiectasia | Potency, µM (doses to about 57.5 µM), inactives show at the highest dose activation, usual class: activators | […] A-T fibroblasts, KAP-1 phosphorylation AlphaLISA; neocarzinostatin DNA damage 30 min before lysis | AID 485349 | 0.19% of 320,000 active; note: potency is the fitted concentration of half-maximal effect; % of control where 0% means no effect; nearly all actives have a fitted effect of over 45% in size
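hTERT-immortalized A-T patient fibroblasts ([…]), 500 cells/well in OPTI-MEM, 1% FBS, got compounds for 60 min, then NCS for 30 min at 37C. Lysates were then assayed for phospho-KAP-1 by AlphaLISA (anti-pKAP1 donor, anti-KAP1 acceptor beads), 6 hr at 25C.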
MLL CXXC-DNA inh: MLL CXXC-DNA interaction inhibition. MLL-CXXC / FITC-HOXA9 DNA fluorescence polarization. Potency, µM (doses to about 115 µM), inactives show at the highest dose activity change, negative = inhibition, most hits filed as inhibitors. 0.037% of 290,000 active; active = well fitted inhibition curve with a large enough effect in the polarisation, with a control signal flat, not every such curve was filed as active; inconclusive = small, poorly fitted or top-dose-only effect, or effect the other way, or a change in a side signal; inactive = no such curve, though single readings can be large or run the other way; the % refers to the polarisation; note: potency is the fitted concentration of half-maximal effect
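Purified MLL-CXXC (added from a 7 uM solution) was preincubated 5 min at ambient with pinned compounds in 50 mM Tris-HCl pH 7.5, 50 mM NaCl, 1 mM DTT, 0.05% BSA. Fluorescein-labeled HOX-A9 DNA (50 nM solution) followed, 30 min, then polarization read.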
TRPV1 agonist: agonists of human vanilloid receptor 1 (TRPV1); TRPV1-expressing cells, Fluo-8 calcium influx, agonist mode; activation, % at 8.33 µM; 0.19% of 320,000 active; in the data active = activation above about 80%; inconclusive = between about 30% and that limit; note: 0% is about no effect
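Fluo-8 calcium influx in TRPV1-expressing cells, kinetic read (ex 480/em 520 nm). Compound added and read 3 min for agonist activity, followed by capsaicin at EC20 final and 2 min further read for enhancement.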
Integrin act MD: integrin-mediated muscular dystrophy alleviation activation. alpha7betagal myoblasts, beta-gal FDG fluorescence, 48 h. Potency, µM (top dose mostly 38.3 µM), without a hit: at the top dose activation, hits mostly activators. 0.064% of 350,000 active;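 note: potency is the fitted concentration of half-maximal effect; 100% = response of the positive control SU9516; nearly all actives have a fitted effect of over 60% in size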
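Alpha7betagal+/- myoblasts (passage 13) were plated 16-24 hr, then exposed to compounds (1:260 dilution of DMSO stock) for 48 hours at 37C. After MPER lysis, β-galactosidase reporter activity was read as FDG fluorescence (ex 480/em 540) after 30 minutes.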
ELG1 repair inh: ELG1-dependent DNA repair inhibition; HEK293T ELG1-luciferase reporter, luminescence, 16 h; DNA damage induced by 5-fluorouridine; Potency, µM (series often up to 46.1 µM), without a hit: at the top dose activity change, negative = inhibition, usual class: inhibitors; 2.3% of 330,000 active; AID 504467; note: potency is the fitted concentration of half-maximal effect; % is set by controls: 0 for no effect and ±100 for the full control effect; nearly all actives have a fitted effect of over 55% in size
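Overnight (16 hr) co-exposure of 2,000 cells/well to 5-fluorouridine and compound at 37 °C preceded detection. Luciferase was quantified via ONE-Glo luminescence; loss of signal denotes inhibition.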
B2AR arrestin: recruits beta-arrestin to the human beta2-adrenergic receptor; P07550; Potency, µM (highest dose often 46.1 µM), for the others: at the highest dose activation, hits mostly activators; AID 492947; 0.02% of 330,000 active; beta-arrestin recruitment to beta2AR, cell-based reporter;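 note: potency is the fitted concentration of half-maximal effect; 0% = DMSO controls and full agonism = EC100 isoproterenol or metaproterenol; nearly all actives have a fitted effect of over 65% in size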
Target sequence (P07550 whole entry, looked up): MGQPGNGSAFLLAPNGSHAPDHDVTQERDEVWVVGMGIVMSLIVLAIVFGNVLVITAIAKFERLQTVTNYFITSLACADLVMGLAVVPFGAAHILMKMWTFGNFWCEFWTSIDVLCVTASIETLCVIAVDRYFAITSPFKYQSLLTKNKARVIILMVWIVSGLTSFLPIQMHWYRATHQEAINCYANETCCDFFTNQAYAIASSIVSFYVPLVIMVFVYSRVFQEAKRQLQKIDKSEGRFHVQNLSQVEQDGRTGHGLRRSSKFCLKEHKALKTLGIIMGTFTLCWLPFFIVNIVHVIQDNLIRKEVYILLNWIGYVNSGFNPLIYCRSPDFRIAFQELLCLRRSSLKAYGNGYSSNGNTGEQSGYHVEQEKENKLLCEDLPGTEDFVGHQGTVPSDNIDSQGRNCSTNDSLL
BRCA1 expr act: BRCA1 expression activation; MCF7-BRCA1-FFLuc reporter, luminescence, 48 h; response scale: scaled: vehicle 0%, 10 µM genistein 100%; Potency, µM (doses to about 46.1 µM), inactives show at the top dose activation, most hits filed as activators; 1.1% of 380,000 active; note: potency is the fitted concentration of half-maximal effect; nearly all actives have a fitted effect of over 80% in size; some results filed as inactive show a strong effect at the top dose
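Luminescence from a BRCA1-driven firefly luciferase in MCF7 cells was the read-out, taken 15 min after substrate addition following 48 h compound exposure at 37 °C. Data were normalized to a 10 microM genistein control and DMSO vehicle.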
TCR act: T cell receptor activation; AID 504894; primary human leukocytes, anti-CD3, IL-2 HTRF, 48 h; Potency, µM (titrated, usually from 9.22 µM), without a hit: top-dose activation of IL-2 secretion, usual class: activators; 330,000 tested, under 10 active; note: % of control where 0% means no effect
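Readout: HTRF IL-2, Eu-cryptate/d2 antibody pair, 320nm excitation, 665nm emission. Stimulus: a-CD3 beads, no co-stimulation. Cells: primary human leukocytes. Exposure: 48 hr with compound.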
Numbers without * were called inactive; u = inconclusive; x = not tested or not shown; [ ] = remark or other dose. Unless noted, calls come from the whole dose curve; as a rule, active = well fitted curve in the direction sought with a large enough effect; inconclusive = small, poorly fitted or top-dose-only effect, or another doubt; inactive = no such curve, though single readings can be large; an effect the other way counts as inactive or inconclusive.

The opening six compounds, ahead of the listing:
SMILES	PTAP TSG101 blk	p53 reactivator	A-T KAP1 phos	MLL CXXC-DNA inh	TRPV1 agonist	Integrin act MD	ELG1 repair inh	B2AR arrestin	BRCA1 expr act	TCR act
C=CCOc1ccc(/C=C/C(=O)OCC(=O)NCc2cccs2)cc1	2%	9%	7%	x	u	24%	u	0.1%	-12%	-6%
Cc1cc(C)n2nc(C(=O)NC(c3ccccc3)c3ccccc3)nc2n1	0%	-4%	4%	6%	-3	1%	-21%	-0.2%	3%	x
CCN(C(=O)COC(=O)c1ccc(C)c(S(=O)(=O)N2CCCCC2)c1)C1CCS(=O)(=O)C1 (stereo unspecified)	1%	1%	-9%	x	-1	-21%	14%	-0.1%	-1%	-10%
CCOC(=O)c1sc(NC(=O)c2ccccc2OC)nc1C	1%	8%	5%	9%	2	17%	u	-0.3%	-3%	1%
COC(=O)c1ccccc1NC(=O)CN1CCN(c2ccccn2)CC1	-6%	-2%	3%	-1%	5	-10%	-4%	0.1%	-3%	x
CCN(CCS(=O)(=O)c1ccc(Cl)cc1)Cc1nc2ccccc2c(=O)[nH]1	-2%	-1%	-2%	x	x	-48%[inhibitor]	u	-0.5%	-24%	0%

Main list, repeating the preview:
SMILES	PTAP TSG101 blk	p53 reactivator	A-T KAP1 phos	MLL CXXC-DNA inh	TRPV1 agonist	Integrin act MD	ELG1 repair inh	B2AR arrestin	BRCA1 expr act	TCR act
C=CCOc1ccc(/C=C/C(=O)OCC(=O)NCc2cccs2)cc1	2%	9%	7%	x	u	24%	u	0.1%	-12%	-6%
Cc1cc(C)n2nc(C(=O)NC(c3ccccc3)c3ccccc3)nc2n1	0%	-4%	4%	6%	-3	1%	-21%	-0.2%	3%	x
CCN(C(=O)COC(=O)c1ccc(C)c(S(=O)(=O)N2CCCCC2)c1)C1CCS(=O)(=O)C1 (stereo unspecified)	1%	1%	-9%	x	-1	-21%	14%	-0.1%	-1%	-10%
CCOC(=O)c1sc(NC(=O)c2ccccc2OC)nc1C	1%	8%	5%	9%	2	17%	u	-0.3%	-3%	1%
COC(=O)c1ccccc1NC(=O)CN1CCN(c2ccccn2)CC1	-6%	-2%	3%	-1%	5	-10%	-4%	0.1%	-3%	x
CCN(CCS(=O)(=O)c1ccc(Cl)cc1)Cc1nc2ccccc2c(=O)[nH]1	-2%	-1%	-2%	x	x	-48%[inhibitor]	u	-0.5%	-24%	0%
CCCCNC(=S)N1CCN(CC)CC1	-7%	5%	1%	-6%	-2	u	-6%	-0.9%	-16%	-1%
Cc1cccc(C)c1NC(=O)CN(C)C(=O)[C@H](C)NC(=O)c1ccco1	-6%	-9%	0%	x	1	3%	29%	-3.7%	-26%	0%
COc1ccc(S(=O)(=O)Nc2c(O)c3ccccc3oc2=O)cc1	-6%	-4%	-1%	-14%	-1	0%	-6%	0.2%	-15%	1%
COc1cccc(N(CC(=O)NCC2CCCO2)C(=O)CNS(=O)(=O)c2ccccc2)c1 (stereo unspecified)	-12%	1%	1%	15%	4	18%	8%	0.0%	-13%	-1%
CC(C)CN(C(=O)c1ccc(N2CCCC2=O)cc1)C1CCS(=O)(=O)C1 (stereo unspecified)	-2%	7%	3%	x	0	-9%	10%	0.9%	-16%	3%
CSc1cc(-c2ccccc2)[nH]c(=O)c1C#N	-3%	-2%	1%	u	1	0%	-8%	0.0%	-2%	-3%
CC1C=CCC2C(=O)N(c3ccccc3OC(=O)c3ccco3)C(=O)C12 (stereo unspecified)	-8%	1%	4%	25%	1	-43%	10%	0.3%	7%	-4%
CCc1ccc(C(=O)CCC(=O)Nc2cccc(S(=O)(=O)N3CCCCC3)c2)cc1	3%	5%	-3%	x	2	-12%	-22%	-0.1%	30%	-1%
NS(=O)(=O)c1cccc(NC(=O)CSc2nc3ccccc3c(=O)n2CCCN2CCOCC2)c1	0%	-12%	3%	3%	5	-11%	-7%	-1.2%	-3%	0%[46.1 µM]
N/C(=N\O)c1ccncc1	-1%	0%	1%	-7%	x	7%	-11%	-0.6%	4%	5%
CCCCn1c(=O)[nH]c(=O)c2c1nc(-c1ccc(OC)c(Br)c1)n2CC(C)C	-7%	-10%	3%	17%	3	-35%	u	0.4%	-77%	-8%
Cc1ccc(S(=O)(=O)Nc2c3ccccc3nc(=O)n2-c2ccccc2)cc1	-2%	-3%	-1%	14%	0	-13%	-1%	9.3%	-31%	-31%
Cc1ccccc1NC(=S)N1CCN(c2ccccc2)CC1	1%	6%	3%	4%	3	-14%	-2%	-0.6%	1%	1%
CN(C)S(=O)(=O)c1cccc(NC(=S)N/N=C/C(=O)c2ccccc2)c1	0%	u	24%	31%[activator]	-6	-13%	u	-0.6%	-58%	-10%[46.1 µM]
O=S(=O)(Nc1cc(Cl)ccc1N1CCOCC1)c1ccccc1Cl	-6%	7%	2%	x	6	u	-7%	-0.1%	-18%	0%
NC(=O)c1nsc(C(=O)N(Cc2ccccc2Cl)C(C(=O)NCC2CCCO2)c2ccc(O)cc2)c1N (stereo unspecified)	0%	3%	7%	8%	-2	-30%	4%	-0.5%	-34%	-2%
CCn1ccnc1CNC(=O)c1ccc2oc(CCCc3ccccc3)nc2c1	-4%	u	6%	16%	2	21%	0%	0.4%	36%	-2%
O=C(Cn1cnc2ccccc21)Nc1ccc(F)c(F)c1	0%	-2%	2%	4%	2	u	u	-0.6%	-9%	15%
OC(CCc1ccncc1)COc1ccccc1 (stereo unspecified)	-1%	-1%	5%	x	-2	-2%	13%	0.2%	0%	-5%
CSc1ccccc1C(=O)Nc1ncn[nH]1	-5%	33%	3%	3%	1	-40%	-8%	3.0%	-21%	x
Cc1nn(-c2ccccc2)c(C)c1NC(=O)COC(=O)c1ccc(Cl)c(S(N)(=O)=O)c1	-4%	3%	1%	x	-3	22%	12%	-0.3%	-2%	-3%
CCOC(=O)c1c(C)[nH]c(NC(=O)NNC(=O)c2ccccc2Cl)c1C	-1%	2%	10%	x	-2	21%	0%	0.2%	5%	3%
Cc1nnc(SCc2ccc(CC(=O)O)cc2)o1	-4%	3%	-4%	0%	0	-6%	1%	-0.4%	6%	-1%
CCOC(=O)CSc1nc2ccc(NC(C)=O)cc2s1	0%	16%	2%	-1%	-1	13%	2%	-0.3%	-49%	-1%
CCOc1ccc2c(c1)s/c(=N\S(=O)(=O)c1ccc(OC)cc1)n2C(F)F	-8%	x	x	-1%	u	-11%	x	x	-4%	-4%
COc1ccc(NC(=O)c2nnn(CC(=O)Nc3ccccc3OC)c2N)c(OC)c1	-4%	0%	-1%	11%	0	-2%	u	0.3%	19%	-2%
COc1ccc(C(=O)Nn2c(C)nc3ccccc3c2=O)cc1Br	-4%	2%	-7%	0%	28	9%	u	0.1%	-6%	-2%
C=C1CCN(CC(=O)OC)S(=O)(=O)c2ccccc21	1%	5%	27%	18%	4	0%	-1%	2.5%	0%	-5%
CCN(CC)S(=O)(=O)c1ccc(S(=O)(=O)N2CCCC2C(=O)O)cc1 (stereo unspecified)	-1%	-1%	0%	-3%	0	11%[7.66 µM]	7%	0.1%	-1%	x
COc1ccc(-c2cccc(C3CC=CC4C3C(=O)N(Cc3ccccc3)C4c3ccc4ccccc4c3)c2)cc1 (stereo unspecified)	0%	7%	-19%	3%	-1	-1%	-3%	0.4%	0%	-5%

Assay outcomes (PubChem BioAssay)
